VLA-4 antagonist: blocks LDV-FITC ligand binding to Mn2+-activated human VLA-4 integrin | Jurkat cells, LDV-FITC binding with Mn2+, flow cytometry; 100% = Mn2+-driven binding gain fully reversed | AID 529 | P13612 | inhibition, % at 10 µM (by protocol) | 0.2% of 24,000 active;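 active = inhibition above 50%; inconclusive = compound itself fluorescent, judged against control cell fluorescence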;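 also: 0% = Mn2+ stimulated cells lacking compound and 100% = ligand binding without Mn2+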
Target sequence (P13612 whole entry, looked up): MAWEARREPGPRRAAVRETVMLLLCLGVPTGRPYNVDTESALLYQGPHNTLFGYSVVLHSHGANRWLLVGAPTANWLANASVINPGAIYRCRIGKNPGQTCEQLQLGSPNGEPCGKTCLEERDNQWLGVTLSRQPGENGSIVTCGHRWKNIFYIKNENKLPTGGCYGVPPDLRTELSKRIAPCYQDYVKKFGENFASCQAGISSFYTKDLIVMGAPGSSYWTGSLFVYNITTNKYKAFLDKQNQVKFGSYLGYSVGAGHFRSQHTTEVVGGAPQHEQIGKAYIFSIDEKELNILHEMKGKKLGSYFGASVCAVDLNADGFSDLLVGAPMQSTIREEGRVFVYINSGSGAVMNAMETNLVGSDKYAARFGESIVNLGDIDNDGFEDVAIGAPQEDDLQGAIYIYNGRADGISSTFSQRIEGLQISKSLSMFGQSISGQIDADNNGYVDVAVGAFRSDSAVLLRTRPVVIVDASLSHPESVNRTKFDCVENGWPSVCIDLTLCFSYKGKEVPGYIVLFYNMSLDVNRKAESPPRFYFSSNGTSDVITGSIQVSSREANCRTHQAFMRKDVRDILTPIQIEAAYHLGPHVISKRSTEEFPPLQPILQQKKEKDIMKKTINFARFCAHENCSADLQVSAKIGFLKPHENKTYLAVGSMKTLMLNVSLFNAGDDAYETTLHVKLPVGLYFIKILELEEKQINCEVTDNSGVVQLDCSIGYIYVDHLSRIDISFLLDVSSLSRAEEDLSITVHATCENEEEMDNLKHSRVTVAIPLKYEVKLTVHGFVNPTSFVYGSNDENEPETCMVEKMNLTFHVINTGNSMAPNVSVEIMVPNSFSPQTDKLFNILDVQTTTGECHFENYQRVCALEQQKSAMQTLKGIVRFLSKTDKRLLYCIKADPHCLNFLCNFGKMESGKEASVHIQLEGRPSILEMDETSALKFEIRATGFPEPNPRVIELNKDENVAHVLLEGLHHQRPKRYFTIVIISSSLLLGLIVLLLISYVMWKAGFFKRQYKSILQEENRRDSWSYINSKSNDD
VLA-4 allo ag: allosterically activates the human VLA-4 integrin; P13612; Jurkat cells, LDV-FITC binding, flow cytometry; activation, % at 10 µM (by protocol); 24,000 tested, under 10 active;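 active = fluorescent ligand binding to cells raised by more than 40% of the manganese-induced maximum; inconclusive = compound's own fluorescence above 85% of the ligand control signal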;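 also: 0% = ligand binding without compound and 100% = manganese-stimulated maximal binding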
Jurkat autofluor: autofluorescence counter-screen for VLA-4 integrin assays | 0.61% of 24,000 active | fluorescence ratio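 (tested at 10 µM compound in the well)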 | Jurkat cells, compound autofluorescence, flow cytometry; hits give high values; 1 = vehicle-only cell background | AID 576;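 active = fluorescence ratio above 2.44, which is 1 plus 3 SD of all ratios; inconclusive = signal too bright to measure linearly, ratio around 10 or more; inactive = fluorescence ratio below 2.44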;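 also: green fluorescence of cells measured with 488 nm excitation and 530 nm emission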
Prostate diff: activators of LNCaP prostate cell differentiation; AID 795; side scatter shift, % at 10 µM; flow cytometry side scatter, 4 d; 0.56% of 24,000 active;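 active = side scatter shift above 30%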;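 also: androgen-responsive LNCaP prostate cancer cells in charcoal-stripped serum medium; percent of cells past a gate set so DMSO wells show 10% shift; higher shift means more granular cells and more differentiation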
* = called active by the depositor; ? = inconclusive; · = no result given. Only part of the results is shown; rates above refer to the full screens.

SMILES	VLA-4 antagonist	VLA-4 allo ag	Jurkat autofluor	Prostate diff
COc1cc(Nc2cc(C)nc3ncnn23)cc(OC)c1OC	-15	2	0.99	5
Cc1c(C(=O)OC2CCCC2)[nH]c2c1C(=O)CC(c1ccco1)C2 (stereo unspecified)	3	0	0.97	5
CCCCOc1ccc(C(=O)Nc2ccc(N3CCN(C(C)=O)CC3)cc2)cc1	-15	3	1.1	20
CCCS(=O)(=O)N1CCn2c(nc3ccccc32)C1	6	3	1	3
O=C(Nc1nc2ccccc2[nH]1)c1ccc(F)cc1	-19	-2	1.1	8
COc1ccc(NC(=O)CN2CCN(S(=O)(=O)c3ccc(F)cc3)CC2)cc1Cl	9	-5	1.2	8
Cn1c(=O)oc2cc(S(=O)(=O)N3CCCC(C(=O)NCc4ccc5c(c4)OCO5)C3)ccc21 (stereo unspecified)	-9	4	0.99	9
CC(c1ccccc1)n1cnc2ccccc21 (stereo unspecified)	2	-4	1	7
COc1ccccc1N1CCN(C(=O)c2cc3c(-c4ccc(Cl)cc4)nn(C)c3s2)CC1	?	?	1.2	2
Cc1cnc(NC(=O)CSc2nnc(COc3c(C)cccc3C)o2)s1	-2	2	0.98	4
CC(C)OC(=O)c1ccc(OC(=O)c2cccnc2)cc1	-22	-1	1	6
COc1cc(NS(=O)(=O)c2ccc(NC(=O)CSC3=NCCS3)cc2)nc(OC)n1	-10	2	1.1	13
Cc1nc2ccccc2n1S(=O)(=O)N(C)C	0	-5	1	12
COc1ccccc1NC(=O)N1CCCC1C(=O)NC1CCCCC1 (stereo unspecified)	-8	-3	0.98	12
CC(C)OCCCNC(=O)CN1C(=O)CC(C)(C)S(=O)(=O)c2ccccc21	?	?	0.87	4
Cn1c(=O)[nH]c(=O)c2c1nc(N(CCO)Cc1ccccc1)n2CCCc1ccccc1	-8	-2	1.1	7
COc1ccc(-c2cc(C(=O)Nc3cnn(Cc4ccccc4C)c3)no2)cc1OC	9	2	1.1	18
CCCCCC1CC(=O)N(Cc2ccc(Cl)cc2)C(=O)N1 (stereo unspecified)	?	2	1.2	9
CCCCN1CN(S(=O)(=O)c2cccs2)c2nc3ccccc3nc21	5	-1	1.1	15
CC(NC(=O)COc1ccccc1)C(=O)NC1=NCCS1 (stereo unspecified)	-18	4	1.1	13
O=C(CCCNS(=O)(=O)c1cccc2nsnc12)NCCc1ccccc1	26	-6	1	5
C=CCn1c(=O)/c(=C/c2ccc(O)cc2)s/c1=C(/C#N)c1nnc2n1CCCCC2	?	?	3.7*	7
COc1ccccc1-n1c(CNC(=O)c2ccc(S(=O)(=O)N3CCOCC3)cc2)n[nH]c1=S	-10	4	0.98	1
CC1(C)CC(=O)C2=C(C1)N(CCN1CCOCC1)C1=C(C(=O)CC(C)(C)C1)C2c1cccc(F)c1	?	?	1.1	5
COc1cc2c(cc1OC)C(c1ccc(C)o1)CC(=O)N2 (stereo unspecified)	3	-3	1	9
O=c1[nH]c(NC2CCCCC2)nnc1Cc1ccccc1	-18	-4	1	8
CCc1ccc2nc(NC(=O)CSCc3c(C)noc3C)sc2c1	-4	-2	1.1	8
CCn1c(=O)n(CC(=O)NCc2ccccc2OC)c(=O)c2ccccc21	-8	2	1.1	8
CC1CCN(C(=O)c2scc3c2OCCO3)CC1	17	-1	0.99	12
COc1ccc(NC(=O)C(C)NS(=O)(=O)c2ccc(NC(C)=O)cc2)cc1Cl (stereo unspecified)	-16	4	1.1	11
COc1ccc(C(=O)NCc2nnc(SC)n2C2CCCCC2)cc1	-4	2	0.94	5
O=C(c1ccco1)N1CCN(C(=O)c2cc3c(=O)oc4ccccc4c3s2)CC1	-35	6	1	13
COc1ccc(Cl)cc1NC(=O)C1CCCN(S(=O)(=O)c2cccc3nonc23)C1 (stereo unspecified)	?	?	1.3	2
COc1ccc(C2/C(=C(/O)c3ccc(OC(C)C)cc3)C(=O)C(=O)N2CCCN2CCOCC2)cc1 (stereo unspecified)	2	4	1	10
CCOCCCNC(=O)C(c1ccccc1)N(Cc1ccc2c(c1)OCO2)C(=O)CNC(C)=O (stereo unspecified)	-3	2	1.1	3
CCc1ccccc1NC(=O)c1onc(C)c1Cl	6	0	1.1	1
CCN(CC)C(=O)Cn1ncc2c1-c1ccccc1OC2	-17	8	0.93	6
CC1CCCC(C)N1C(=O)c1cc(-c2ccc(Cl)c(Cl)c2)on1 (stereo unspecified)	-6	1	1.1	15
Cc1cc(=O)n(-c2ccc3ccccc3n2)[nH]1	-4	2	1.1	8
COc1cccc(-c2nnn(CC(=O)O)n2)c1	5	4	0.98	6
CCC(C)NC(=O)CCC(=O)Nc1ccc2nc(N3CCOCC3)cc(C)c2c1 (stereo unspecified)	?	?	1	12
O=C(Nc1ccc(C(F)(F)F)cc1)C1CCCN1S(=O)(=O)c1cccc2cccnc12 (stereo unspecified)	?	?	1.2	6
O=C(O)c1ccc(S(=O)(=O)Cc2ccccc2)cc1	0	0	0.96	9
COc1ccc(OC)c(-c2nnc(SCC(=O)NC3CCCCC3)o2)c1	-13	-2	1	10
N#Cc1nc(-c2ccc(F)cc2)oc1NCCN1CCOCC1	1	0	1.1	9
COc1ccc(NC(=O)CSc2nc3c(c(=O)n2-c2ccc(F)cc2)SCC3)c(OC)c1	10	-5	1.1	19
COc1ccc2c(c1)C(=NO)c1cc(OC)ccc1-2	-6	4	1	3
C=C(C)Cn1c(CCNC(=O)C(C)(C)C)nc2ccccc21	6	0	1	7
Cc1ccc2cccc(O)c2[n+]1[O-]	-11	-2	1	16
CCCCCn1c(CN2CCN(c3cccc(Cl)c3)CC2)nc2c1c(=O)n(C)c(=O)n2C	-7	1	1.1	3
CC(C)(C)NC(=O)C(Cc1ccccc1)NS(=O)(=O)c1cccc2nsnc12 (stereo unspecified)	-10	3	1.1	4
O=C(NCCc1ccccc1)C1CCCN(S(=O)(=O)c2cnc[nH]2)C1 (stereo unspecified)	0	-1	1	10
CN(c1ccccc1)C(c1ccc(F)cc1)c1nnnn1CC1CCCO1 (stereo unspecified)	11	-4	1	5
O=C(NCCc1c[nH]c2ccccc12)c1ccc(S(=O)(=O)NCc2ccco2)cc1	13	-16	1.2	12
c1ccc(-c2nc3ccccc3o2)nc1	47	4	1.2	22
COc1ccccc1Nc1ccc(C(=O)NC2CCCCC2)cn1	-26	-4	1	10
CCCc1cc(C(=O)NCc2ccco2)no1	1	0	0.97	4
O=C(CCn1c(=O)oc2ccccc21)NCc1cccs1	?	?	1.6	3
C=CCN=C1CC(C)(C)CC(=O)/C1=C(/O)CCC(=O)OC	1	-5	1	11
c1ccc(CCc2nn3c(Cn4cnc5ccccc54)nnc3s2)cc1	-22	-12	1	6

Other results:
SMILES	VLA-4 antagonist	VLA-4 allo ag	Jurkat autofluor	Prostate diff
COC(=O)C1=C(C)NC(=O)C1(NC(=O)c1cccnc1)C(F)(F)F (stereo unspecified)	-5	2	1	9
COc1cccc(-n2nnc3c(=O)n(Cc4c(F)cccc4Cl)cnc32)c1	-14	-4	1.1	18
Cc1oc2ccc(OCC(N)=O)cc2c1C(=O)OC(C)C	-24	2	1	6
COc1ccc(NC(=O)Cn2cnc3c(cnn3-c3ccc(C)c(C)c3)c2=O)c(OC)c1	?	?	1.8	16
O=C(Cn1cnc2c(nnn2Cc2ccc(F)cc2)c1=O)NC1CCCC1	0	2	1	4
CC1(C)CC(=O)C(C=NCCN2CCNC2=O)=C(O)C1	-19	2	0.99	0
CC(C)CN(CC(C)C)S(=O)(=O)N1CCC(C(=O)NCc2ccccn2)CC1	4	-4	0.99	13
O=C(NC(C(=O)c1ccccc1)n1ccc(=O)[nH]c1=O)c1ccccc1 (stereo unspecified)	-3	-2	0.98	5
CC1CCC(NC(=O)C2c3ccccc3C(=O)N2CCCN2CCOCC2)CC1 (stereo unspecified)	-2	0	0.98	10
COc1cc(C(=O)Nc2cc(C)ccn2)cc(OC)c1OC	-5	9	1.1	15
O=C(CSc1ncccn1)NCc1ccccc1	-11	10	1.1	14
Cc1cc(N)n2nc(-c3ccccc3)cc2n1	-18	-5	0.93	7
CC(=O)Nc1ccccc1OCC(=O)c1cc(C)n(Cc2cccs2)c1C	7	-4	1.1	22
O=C1c2ccccc2-c2nc3ncnn3c(-c3ccccc3Cl)c21	?	?	3.7*	4
O=C(O)CC1SC(=Nc2cccc(O)c2)NC1=O (stereo unspecified)	19	-2	1	15
O=C(Cn1cc2c(n1)CCCCC2)NCCN1CCOCC1	-35	3	0.97	11
COc1ccccc1-c1c(C)nn2c(N3CCN(c4ccccc4OC)CC3)cc(C)nc12	-8	-8	1.1	5
CC(C)COC(=O)NCCCOC(=O)Nc1ccccc1	-5	6	0.99	3
COc1ccc(NC(=O)c2cc(C(C)C)on2)cc1OC	2	-2	1.1	8
C=CCSc1nc(N)c(C(=O)Nc2ccccc2C)cc1C(N)=O	-20	6	0.94	6
COc1ccccc1NS(=O)(=O)c1cccc2cccnc12	24	-2	1	2
Oc1cc(NCc2cccnc2)ccc1-c1nc2ccccc2o1	?	?	3*	4
COc1cc(C2C(C#N)=C(N)Oc3n[nH]c(-c4ccncc4)c32)cc(OC)c1OC (stereo unspecified)	0	7	1	5
CCn1c(C(=O)N2CCC(C(=O)N3CCN(c4ccccn4)CC3)CC2)cc2sccc21	20	-2	1	8
CCN1CCCC1CNC(=O)c1cc2c(-c3cccc(OC)c3)nn(C)c2s1 (stereo unspecified)	28	-3	1.1	23
COC(=O)c1cc2ccsc2n1CC(=O)N(C)c1ccccc1	-6	-6	1	6
CCOC(=O)CN1CC23C=CC(O2)C(C(=O)NC2CCCCC2)C3C1=O (stereo unspecified)	-32	4	0.97	12
CC1CCN(CCCNC(=O)C2CCC(=O)N2C2CCCC2)CC1 (stereo unspecified)	-22	-6	0.96	7
O=C(O)c1[nH]c2ccc(Cl)cc2c1CC(=O)N1CCN(C(=O)c2ccco2)CC1	-14	3	1.1	7
COc1ccccc1S(=O)(=O)Cc1ccc(C(=O)NCc2ccc3c(c2)OCO3)o1	-7	-3	1.1	2
COC(=O)c1nnn(CC(=O)Nc2cccc(OC)c2)c1C(=O)OC	-8	6	0.97	6
CCOC(=O)N1CCC(c2cc(=O)n3[nH]cc(C(=O)OC)c3n2)CC1	4	-2	1	7
CCOC(=O)N1CCN(C(=O)C2CCN(S(=O)(=O)N(CC)CC)CC2)CC1	-7	-6	0.97	5
COc1ccc(NC(=O)c2cc3cc(OC)ccc3oc2=N)cc1	?	?	1.2	2
O=C(CSc1ncnc2ccccc12)N1CCN(c2ccccc2)CC1	?	?	1.1	10
CC(C)c1ccc(C2CC(=O)N3CN(C)CSC3=C2C#N)cc1 (stereo unspecified)	?	?	1.1	5
CC1(C)CC(=O)C2=C(C1)Nc1nc(SCCN3CCOCC3)[nH]c(=O)c1C2c1cccs1 (stereo unspecified)	-12	1	1	4
CCc1ccc(-c2nc(CN3CCC(C(=O)NCc4ccco4)CC3)c(C)o2)cc1	?	?	1.1	·
CCCCN(Cc1cc2cc(OC)ccc2[nH]c1=O)C(=O)COc1ccccc1	-10	-2	1.1	6
Cc1nc(NS(=O)(=O)c2ccccc2)sc1NC(=O)OC(C)C	-18	6	1.1	5
COc1cccc(-n2ccnc2SCC(=O)NCc2ccccc2)c1	33	-3	1	6
CN(C)CCCNC(CC(=O)Nc1ccc(Cl)cc1)C(=O)O (stereo unspecified)	-3	4	1	3
O=C1CC2CS(=O)(=O)CC2N1C1CCCCC1 (stereo unspecified)	?	?	1.2	10
CCOC(=O)c1ccc(NC(=O)C2CCN(S(=O)(=O)c3ccccc3)CC2)cc1	30	-15	1.1	8
CCOC(=O)N1CCC(NC(=O)c2sc3nc4n(c(=O)c3c2C)CCCC4)CC1	1	-1	1	1
COc1ccc(CCNS(=O)(=O)c2cccc(C(=O)O)c2)cc1OC	-2	0	1	4
COc1ccc(CN2CC(C(=O)NCc3cccc(OC)c3)CC2=O)cc1 (stereo unspecified)	-5	2	0.97	8

From PubChem
